# GALK inhibitor = blocks human galactokinase activity. P51570. Purified GALK, Kinase-Glo residual ATP luminescence. Potency, µM (doses to about 57.5 µM), inactives show at the highest dose activity change, negative = inhibition, actives largely listed as inhibitors. 270,000 tested, 0.007% active; also: potency is read from the fitted curve at half-maximal effect; % is scaled to controls: 0 for no effect and ±100 for the full control effect
# Target sequence (P51570 whole entry, looked up): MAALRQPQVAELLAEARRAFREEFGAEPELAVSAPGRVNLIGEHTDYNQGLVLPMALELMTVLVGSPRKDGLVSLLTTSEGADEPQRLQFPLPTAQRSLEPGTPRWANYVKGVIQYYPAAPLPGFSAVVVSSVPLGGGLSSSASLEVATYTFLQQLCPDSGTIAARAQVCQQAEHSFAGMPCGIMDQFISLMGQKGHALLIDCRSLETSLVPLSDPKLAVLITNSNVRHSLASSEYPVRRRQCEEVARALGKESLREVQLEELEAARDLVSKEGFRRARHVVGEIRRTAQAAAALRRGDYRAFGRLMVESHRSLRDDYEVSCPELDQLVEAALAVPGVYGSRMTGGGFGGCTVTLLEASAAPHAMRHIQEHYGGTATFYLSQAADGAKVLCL
#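 Galactose (100 uM) and ATP (35 uM) were turned over by 5 nM GALK for 1 h at RT. Kinase-Glo Plus then converted the remaining ATP into a luminescent signal.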
# Coupling enz = coupling enzyme interference in Giardia aldolase counter-screen. activity change, negative = inhibition, % at 58.2 µM, hits read low. AID 2472. coupling enzyme system counterscreen, AmpLite Red fluorescence. 290,000 tested, 0.67% active; in the data active = activity change below about -30%; also: % is scaled to controls: 0 for no effect and ±100 for the full control effect
#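 Activity here indicates interference with the coupling reaction, not aldolase inhibition. Compounds at 57.5 uM final met coupling enzymes for 10 min at RT; substrate and AmpLite Red detection followed, with a 525/598 nm fluorescence read after 20 min.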
# ASM inhibitor = blocks human secretory acid sphingomyelinase. P17405. placental ASM, HMU-PC fluorogenic substrate, 60 min. Potency, µM (top dose mostly 57.5 µM), without a hit: at the highest dose activity change, negative = inhibition, usual class: inhibitors. 340,000 tested, 0.006% active; also: potency is read from the fitted curve at half-maximal effect
# Target sequence (P17405 47-631 limits assumed): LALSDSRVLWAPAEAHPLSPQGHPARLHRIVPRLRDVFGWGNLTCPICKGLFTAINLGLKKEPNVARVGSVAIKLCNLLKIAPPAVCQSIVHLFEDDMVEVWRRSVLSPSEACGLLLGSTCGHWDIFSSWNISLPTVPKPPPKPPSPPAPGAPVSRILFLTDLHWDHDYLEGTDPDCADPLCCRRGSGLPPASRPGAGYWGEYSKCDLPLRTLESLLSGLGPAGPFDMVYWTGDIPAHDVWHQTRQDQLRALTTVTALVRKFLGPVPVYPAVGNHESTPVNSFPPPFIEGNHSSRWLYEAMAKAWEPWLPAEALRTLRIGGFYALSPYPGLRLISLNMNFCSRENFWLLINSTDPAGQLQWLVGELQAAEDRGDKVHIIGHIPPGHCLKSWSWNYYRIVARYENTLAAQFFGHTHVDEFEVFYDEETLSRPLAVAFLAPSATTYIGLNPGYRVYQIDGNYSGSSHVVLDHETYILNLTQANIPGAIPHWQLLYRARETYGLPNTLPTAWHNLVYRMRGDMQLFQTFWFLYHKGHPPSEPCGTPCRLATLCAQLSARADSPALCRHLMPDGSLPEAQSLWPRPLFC
#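 Human placenta-derived ASM enzyme was preincubated with compound for 10 minutes at room temperature, then given fluorogenic substrate HMU-PC0 (9 uM final) for 60 minutes at 37 °C; a pH 10 stop preceded fluorescence reading at Ex 386/Em 447 nm.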
# Integrin act MD = integrin-mediated muscular dystrophy alleviation activation; alpha7betagal myoblasts, beta-gal FDG fluorescence, 48 h; Potency, µM (top dose mostly 38.3 µM), for inactives: at the highest dose activation, actives largely listed as activators; 350,000 tested, 0.064% active;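 also: potency is read from the fitted curve at half-maximal effect; 100% = response of the positive control SU9516; nearly all actives have a fitted effect of over 60% in size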
#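 alpha7betagal+/- myoblasts (passage 13, 250/well) treated 48 h at 37C with compounds at 1:260 dilution of DMSO stock. Lysed, then beta-galactosidase activity read as FDG fluorescence (ex 480/em 540) after 30 min, with pre-read for autofluorescence.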
# MBNL1-CUG inh = inhibitors of human MBNL1 binding to CUG repeat RNA; TR-FRET MBNL1-His/biotin-(CUG)12 binding, 665/545 ratio; Potency, µM (top dose mostly 57.5 µM), for inactives: top-dose activity change, negative = inhibition, actives largely listed as inhibitors; 280,000 tested, 0.036% active; Q9NR56; AID 2675; active = well fitted inhibition curve with a large enough effect in the signal ratio, with a control signal flat, not every such curve was filed as active; inconclusive = small, poorly fitted or top-dose-only effect, or effect the other way, or a change in a side signal; inactive = no such curve, though single readings can be large or run the other way; the % refers to the signal ratio; also: potency is read from the fitted curve at half-maximal effect; % is scaled to controls: 0 for no effect and ±100 for the full control effect
#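 TR-FRET readout: Ex 340 nm, 665/545 nm emission ratio, normalized to buffer-only (basal) and MBNL1-(CUG)12 controls. Complex of MBNL1-His with Biotin-(CUG)12, compounds 92 nM–58 uM, incubated 60 min at room temperature.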
# KCNH2 WT inh = blocks the wildtype human KCNH2 potassium channel | Q12809 | U2OS, BacMam KCNH2, thallium flux FluxOr; hits give low values | activity change, % at 1.84 µM | 340,000 tested, 0.37% active;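 active = maximum activity change below -70%; inconclusive = maximum activity change between -70% and -50%; inactive = maximum activity change above -50%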; also: % is scaled to controls: 0 for no effect and ±100 for the full control effect
#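 U2OS cells transduced with wild-type KCNH2 virus are loaded with FluxOr dye for 45 min, and thallium flux is measured in kinetic reads before and after stimulation buffer. Rate constants are normalized to DMSO controls.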
# CXXC DNA block = inhibitors of human MLL CXXC domain-DNA interaction | Q03164 | MLL-CXXC / FITC-HOXA9 DNA fluorescence polarization | Potency, µM (titrated, usually from 115 µM), for the others: at the top dose activity change, negative = inhibition, most hits filed as inhibitors | 290,000 tested, 0.037% active; active = well fitted inhibition curve with a large enough effect in the polarisation, with a control signal flat, not every such curve was filed as active; inconclusive = small, poorly fitted or top-dose-only effect, or effect the other way, or a change in a side signal; inactive = no such curve, though single readings can be large or run the other way; the % refers to the polarisation; also: potency is read from the fitted curve at half-maximal effect
#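 Steps: dispense CXXC domain solution (7 uM) → pin compounds or unlabeled HOX-A9 DNA control → 5 min ambient → add FLSN-HOX-A9 solution (50 nM) → spin → 30 min ambient → fluorescence polarization. Tris pH 7.5/NaCl/DTT/BSA buffer.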
# KCNH2 3.1 block = blocks the human KCNH2 3.1 channel isoform | U2OS KCNH2 3.1, thallium flux FluxOr; hits give low values | activity change, % (tested at about 1.8 µM) | 340,000 tested, 0.95% active;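 active = maximum activity change below -70%; inconclusive = maximum activity change from -70% to -50%; inactive = maximum activity change above -50%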;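 also: thallium influx rate constant from kinetic fluorescence after stimulation buffer; % is scaled to controls: 0 for no effect and ±100 for the full control effect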
#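 Steps: virus added to U2OS suspension (4 h, RT, dark); medium with 10% FBS added, cells plated, 37 C overnight; FluxOr/Red40 loading buffer 45 min RT; stimulation buffer, 2 min kinetic read; rate constant normalized.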
# A-T KAP1 phos = potential ataxia-telangiectasia treatments restoring KAP-1 phosphorylation | 320,000 tested, 0.19% active | Potency, µM (top dose mostly 57.5 µM), without a hit: at the top dose activation, usual class: activators | AID 485349 | […] A-T fibroblasts, KAP-1 phosphorylation AlphaLISA; neocarzinostatin DNA damage 30 min before lysis; also: potency is read from the fitted curve at half-maximal effect; % of control where 0% means no effect; nearly all actives have a fitted effect of over 45% in size
#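 ATM-like activity read as KAP-1 phosphorylation via AlphaLISA donor/acceptor antibody pairs after lysis and 6 hr at 25C. Cells were ATM-null patient fibroblasts ([…], hTERT), dosed 60 min, then exposed to the DSB inducer NCS for 30 min.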
# TRPV1 ag = agonists of human vanilloid receptor 1 (TRPV1); Q8NER1; TRPV1-expressing cells, Fluo-8 calcium influx, agonist mode; activation, % at 8.33 µM; 320,000 tested, 0.19% active; AID 540275; in the data active = activation above about 80%; inconclusive = between about 30% and that limit; also: 0% is about no effect
#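 Fluo-8 calcium influx in TRPV1-expressing cells, kinetic read (ex 480/em 520 nm). Compound added and read 3 min for agonist activity, followed by capsaicin at EC20 final and 2 min further read for enhancement.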
# An asterisk follows results filed as active; i = inactive; ? = inconclusive; · = no result given; [ ] = another dose, or the depositor's remark. Unless noted, calls follow the shape of the dose curve; as a rule, active = well fitted curve in the direction sought with a large enough effect; inconclusive = small, poorly fitted or top-dose-only effect, or another doubt; inactive = no such curve, though single readings can be large; an effect the other way counts as inactive or inconclusive.
SMILES,GALK inhibitor,Coupling enz,ASM inhibitor,Integrin act MD,MBNL1-CUG inh,KCNH2 WT inh,CXXC DNA block,KCNH2 3.1 block,A-T KAP1 phos,TRPV1 ag
COc1ccc2cc(CCNC(=O)C3CCCC3)c(=O)[nH]c2c1,-0.3%,2.4,4.4%,22.2%,-0.1%,-12.5,18.0%,-3.3,4.0%,-2.9
O=c1[nH]cc(N(CCO)CCO)c(=O)[nH]1,-0.6%,0.4,0.0%,2.3%,0.9%,3.0,4.2%,-27.7,1.1%,-1.5
COc1ccc(S(=O)(=O)NCC(c2ccc3c(c2)OCO3)N2CCN(c3ccccc3)CC2)cc1 (configuration not stated),·,·,-3.6%,?,·,-1.0,·,-20.5,-1.2%,3.1
C/C(=N\NC(=O)c1ccc(Cl)c(Cl)c1)c1ccccn1,·,-0.4,-1.3%,-54.4%[inhibitor],6.5%,-1.5,13.2%,-4.2,5.7%,10.3
O=C(NCc1ccco1)c1cc2sccc2n1Cc1ccccc1,-2.6%,-4.7,-4.6%,-22.1%,3.8%,-18.5,0.5%,-16.7,1.7%,20.2
NC(=O)c1ccc(SCC(=O)OCC(=O)NCc2cccs2)c([N+](=O)[O-])c1,·,·,-3.3%,-26.5%,·,-8.1,·,-1.4,-4.4%,-0.7
CN1CC2([N+](=O)[O-])CC=C(OCCO)C([N+](=O)[O-])(C1)C2 (configuration not stated),0.5%,1.3,5.2%,18.7%,·,0.6,-4.3%,28.9,4.3%,-1.9
COc1ccc(CCNC(=O)c2cc(=O)[nH]c3ccccc23)cc1,-1.7%,2.5,10.7%,-98.1%[inhibitor],2.9%,2.9,-0.5%,-10.7,9.0%,-3.5
CCOC(=O)c1ccc(N2C(=O)C3CC=CCC3C2=O)cc1 (configuration not stated),1.6%,-3.3,0.9%,-16.0%,8.6%,-2.4,-1.9%,6.5,2.1%,0.9
Cc1cccc(C(=O)N/C(=C\c2ccco2)C(=O)N2CCCCCC2)c1,-1.4%,2.0,0.6%,-21.1%,12.8%,0.6,9.5%,-17.1,0.3%,7.2
CCN1C(=O)c2cccc3c(NC(=O)c4ccccc4)ccc1c23,-0.9%,-3.1,-6.0%,7.8%,?,6.4,1.8%,3.8,5.2%,?
Cc1ccc(-c2cc(C(=O)N(C)Cc3cnn(C)c3C)c3cc(Br)ccc3n2)cc1,-4.5%,2.5,7.0%,15.2%,?,-7.9,-2.1%,-43.1,-1.4%,?
Cc1cc(=O)oc2cc(OCC(=O)OCC(=O)NC(=O)NC(C)C)ccc12,15.9%,2.0,19.6%,9.1%,-2.9%,-5.2,15.6%,-5.1,-1.0%,-1.3
CN(C)C(=O)CSc1cccc2cccnc12,0.7%,0.8,16.0%,-42.8%[inhibitor],14.6%,-1.0,-21.6%,4.2,2.0%,-1.6
CCn1cc(CN2CCC(C(=O)Nc3cccc(-c4cccc(Cl)c4)c3)CC2)c(C)n1,0.2%,-0.8,-5.2%,-42.3%,-2.6%,54.2,-0.4%,-39.5,4.3%,1.1
CC(=O)Nc1cc2oc3ccccc3c2cc1[N+](=O)[O-],·,·,-3.4%,17.8%,·,-7.7,·,14.0,·,·
Cc1cc(C)c(Cn2c3ccccc3c3cnn(CC(=O)NCc4ccccn4)c(=O)c32)c(C)c1,4.8%,0.3,-1.7%,-0.8%,2.7%,-4.3,6.4%,2.8,-0.6%,1.1
COc1ccc(S(=O)(=O)N/N=C\c2ccccc2F)cc1,-3.1%,-2.5,-1.1%,?,7.0%,-13.3,-5.9%,-6.7,7.0%,-1.4
O=C(NCCCN1CCOCC1)c1ccc(CS(=O)(=O)c2cccc(C(F)(F)F)c2)o1,-0.2%,2.3,-0.2%,-9.4%,-6.3%,-10.9,-5.1%,1.0,6.8%,3.2
Cc1sc2ncnc(NC3CCN(Cc4ccccc4)CC3)c2c1C,0.8%,0.6,-2.6%,-22.8%,-2.9%,19.2,5.2%,?,5.0%,18.2
COC(=O)CCCN1C(=O)c2cccc3cccc(c23)C1=O,-2.5%,3.1,-2.4%,1.9%,?,3.5,4.6%,-5.1,1.3%,-1.1
COc1ccc2nc3oc(C(=O)NC4CCN(Cc5ccccc5)CC4)cc3cc2c1,-1.9%,3.2,35.3%[activator],-53.6%[inhibitor],?,18.4,4.3%,-11.6,-2.8%,-0.4
O=C(CCNS(=O)(=O)c1ccc(Br)s1)NCc1ccc(F)cc1,1.5%,2.9,0.3%,-14.9%,1.3%,-2.2,0.2%,-2.0,-1.1%,10.5
Cn1c(SCC2CCCO2)nnc1-c1ccncc1 (configuration not stated),5.7%,1.9,-1.4%,8.3%[7.66 µM],-2.7%,-10.0,-7.0%,8.1,8.7%,1.0
O=C(Nc1ccncc1)Nc1ccc(Cl)cc1Cl,2.5%,-0.1,-1.6%,?,-10.9%,1.0,-9.7%,-4.2,9.2%,?
CN1C[C@@H]2[C@@H]3C(=O)N(C)C(=O)[C@@H]3[C@](Cc3ccccc3)(C1=O)N2C(=O)c1ccc(F)cc1,·,·,9.4%,-7.2%,·,12.6,·,13.3,·,·
CCc1ccc(-c2cc(C)no2)cc1S(=O)(=O)N1CCCN(Cc2ccc(F)cc2)C1,-1.9%,-1.1,-7.2%,-54.8%[inhibitor],-9.8%,5.1,0.2%,-21.6,1.8%,?
CSCc1c(C(=O)NCCc2ccccn2)oc2ccccc12,-1.9%,0.6,3.4%,5.4%,-5.9%,10.4,9.4%,3.8,5.0%,?
CCOC(=O)CN1NC2(CCCCC2)NC1=S,-2.3%,1.5,3.7%,6.9%,-1.2%,4.4,6.6%,-5.8,1.1%,-0.9
O=C(c1ccc2c(c1)OCO2)N1CCN(c2ccccc2)CC1,1.4%,4.9,0.9%,-1.0%,-13.6%,0.9,-4.7%,12.0,·,-3.3
CCOC(=O)CC1C(=O)NCCN1S(=O)(=O)c1ccc(F)cc1 (configuration not stated),0.9%,2.8,3.7%,-27.1%,-2.2%,i,-6.3%,12.0,-1.0%,1.1
Cc1ccccc1-n1c(O)c(C=NC2CCS(=O)(=O)C2)c2ccccc2c1=O (configuration not stated),0.2%,-4.6,22.0%,?,13.3%,1.5,-12.3%,24.6,22.8%,2.1
O=C(COC(=O)c1ccccn1)NNC(=O)c1ccc(Br)cc1,·,·,-0.2%,0.2%,·,-4.6,·,-15.9,2.0%,·
COc1ccc(CNC(=O)C2CCN(c3nnc(N4CCCC4=O)s3)CC2)cc1,·,-7.0,-0.6%,11.0%,4.3%,-3.7,·,2.3,-7.2%,-0.8
Cc1cccc(N2CCN(c3nnnn3-c3ccccc3)CC2C)c1 (configuration not stated),0.0%,3.3,-1.4%,3.9%,-1.9%,-9.0,-2.0%,-8.8,1.7%,?
CCCCCN(C(=O)NC(=O)Nc1cccc(C)c1C)S(C)(=O)=O,-0.8%,-8.7,-2.4%,-248.2%[inhibitor],-3.6%,-10.0,-4.9%,-6.7,22.5%,-0.7
N#CCSc1nccc(/C=C/c2ccccc2)n1,-1.9%,1.4,-0.5%,7.0%,?,10.2,-0.2%,-3.3,1.9%,-0.2
FC(F)(F)c1ccccc1NC(=S)Nn1cnnc1,-3.2%,·,4.1%,?,2.8%,-0.8,?,-0.8,4.7%,1.3
COc1ccc(N2CCN(C(=O)CCNS(=O)(=O)c3ccc(C)cc3)CC2)cc1,1.6%,5.1,-3.3%,-8.6%,12.0%,-5.2,1.3%,-4.6,11.2%,5.3
O=C(NCc1cccs1)C(=O)NCC1OCCCN1S(=O)(=O)c1ccccc1 (configuration not stated),0.0%,2.6,5.8%,20.3%,·,-1.6,6.2%,3.2,14.2%,-9.4
CCc1cc[n+](-c2nc([O-])sc2C=O)cc1,-0.1%,-37.6*,3.2%,-11.8%,?,1.7,?,-0.7,3.2%,2.1
COc1cc(OC)cc(-c2nnc(SCC(=O)NCc3cccs3)o2)c1,0.0%,-1.9,2.5%,-6.5%,-4.3%,-7.8,5.3%,8.1,0.0%,-0.2
CCOc1ccc(S(=O)(=O)N2CCN(C(=O)CCC(=O)N3CCOCC3)CC2)cc1,·,·,-0.4%,10.2%,·,-9.3,·,-4.6,8.4%,-1.9
O=C(c1ccc(Cl)cc1)N1CCN(c2cc(=O)[nH]nc2-c2ccccc2)CC1,-0.9%,3.8,-4.1%,19.2%,-2.7%,6.9,-1.6%,11.9,-1.3%,0.7
CCn1cc(Br)c(C(=O)Nc2ccc(F)c(Cl)c2)n1,1.8%,3.4,-4.1%,-16.2%,9.6%,-3.6,0.1%,-4.8,7.7%,?
O=C(NCC1CCCO1)c1ccc(C(=O)NCC2CCCO2)cc1 (configuration not stated),-0.7%,2.0,1.0%,5.0%,-0.4%,1.1,1.1%,0.9,-6.3%,-7.4

# High-throughput results deposited in PubChem BioAssay by National Center for Advancing Translational Sciences (NCATS).
